GRP78 ERSR act: qHTS for Inducers of the Endoplasmic Reticulum Stress Response (ERSR) in Human Glioma: qHTS | U87-MG GRP78 promoter luciferase reporter, 16 h | AID 602332, 2012 | Potency, µM, for the others: at the top dose activation, hits mostly activators | actives 0.02% (n = 420,000); further: potency means the concentration at half of the fitted maximal effect; series mostly up to about 76 µM; % of control where 0% means no effect; nearly all actives have a fitted effect of over 35% in size
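Stably transfected U87-MG human glioma cells carrying a GRP78-based luminescent sensor were seeded at 1000 cells/well, pin-dosed with compounds and incubated 16 h. Luciferase reagent was then added, and end-point luminescence was read after 10 min at room temperature.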
LDHA block: qHTS assay for inhibitors of human lactate dehydrogenase; actives 0.15% (n = 480,000); activity change, % (values are at about 110 or 230 µM); purified LDHA, NADH/diaphorase-resazurin fluorescence; stronger effect = lower value; AID 1347041, 2019; L-lactate dehydrogenase A chain (Homo sapiens), P00338; in the data active means activity change below about -30%; inconclusive means mostly about -25% to -30%;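 further: plate controls were DMSO wells for no effect and wells without enzyme for full effect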
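Resorufin fluorescence (ex540/em590), read at 0 and 20 min after diaphorase/resazurin addition, reports the NADH left after a 5 min room-temperature reaction of 2 nM human LDH5 with 0.06 mM NADH and 0.2 mM pyruvate.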
Vif-A3G inh: qHTS for Inhibitors of Vif-A3G Interactions: qHTS; AID 602310, 2012; DNA dC->dU-editing enzyme APOBEC-3G (Homo sapiens), Q9HC16; Potency, µM (doses to about 46.1 µM), for the others: at the highest dose activity, negative = active, hits mostly inhibitors; HeLa A3G-eYFP + Vif (tagged APOBEC3G with the HIV-1 protein that degrades it), YFP fluorescence, overnight; actives 0.076% (n = 410,000);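 further: potency means the concentration at half of the fitted maximal effect; on the % scale 0 is the no-effect control and ±100 the full control effect; nearly all actives have a fitted effect of over 60% in size; hits raise eYFP signal because A3G escapes Vif-driven loss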
Target sequence (Q9HC16 whole entry, looked up): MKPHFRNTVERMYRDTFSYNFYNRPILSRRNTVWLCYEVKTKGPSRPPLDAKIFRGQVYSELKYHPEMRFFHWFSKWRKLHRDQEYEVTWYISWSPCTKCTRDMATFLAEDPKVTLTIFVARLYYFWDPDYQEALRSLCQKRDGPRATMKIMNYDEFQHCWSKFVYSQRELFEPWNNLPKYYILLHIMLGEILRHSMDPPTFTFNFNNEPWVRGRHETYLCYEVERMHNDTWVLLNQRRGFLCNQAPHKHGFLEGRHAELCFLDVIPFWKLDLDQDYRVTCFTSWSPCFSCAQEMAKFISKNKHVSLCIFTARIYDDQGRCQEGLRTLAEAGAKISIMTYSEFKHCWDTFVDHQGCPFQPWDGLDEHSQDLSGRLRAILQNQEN
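Read-out is eYFP fluorescence (Ex 488/Em 500-530) from Vif-expressing HeLa A3G-eYFP cells; more signal means A3G escaped Vif-mediated degradation. Cells plated overnight, compound pinned in, incubated overnight at 37 deg C.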
Numbers without * were called inactive; ? = inconclusive. Unless noted, the call rests on the fitted dose curve; in most records, active means well fitted curve in the direction sought with a large enough effect; inconclusive means small, poorly fitted or top-dose-only effect, or another doubt; inactive means no such curve, though single readings can be large; an effect the other way counts as inactive or inconclusive. Some of the compounds tested; count on the stated rates, not on these rows.

SMILES	GRP78 ERSR act	LDHA block	Vif-A3G inh
COc1ccc(CN2C(=O)C(CC(=O)NCc3cccc4ccccc34)CC(C(=O)N(C(C)C)C(C)C)=C2C)cc1 (stereo not drawn)	-3%	1	-4%
C=C1NN(Cc2ccc(OC)cc2)C(=O)N1c1ccccc1	-3%	2	6%
Cc1cc2nc(C(C)(C)C)c(Cc3cccc(F)c3)n2c(C)c1Br	-2%	-4	-7%
Cc1ccc(CN2CCC2(C)C(=O)NC2CCc3ccccc32)cc1 (stereo not drawn)	-2%	0	-2%
COCCNc1nc(NCCCN2CCCC2=O)c2sccc2n1	3%	-6	-3%
CC(=O)Nc1cc(-c2cccc(C(=O)NCCN(C)C)c2)cn2c(-c3cccc(C(F)(F)F)c3)cnc12	-10%	-1	-19%
COc1cc(NC(=O)c2ccc(-c3ccc(F)c(F)c3)c3ccoc23)cc(OC)c1OC	3%	-6	2%
Nc1cc(=O)[nH]c2c1CCC2	-3%	6	0%
Cc1cc(Br)cn2c(Cc3ccsc3)c(-c3cccc(Cl)c3)nc12	-3%	-6	-4%
COc1cc(F)ccc1-c1cc(C(=O)Nc2cc(OC)c(OC)c(OC)c2)[nH]n1	-2%	1	0%
CCCC(=O)N1CCC1(C)C(=O)Nc1ccc2c(c1)CCN2C(C)=O (stereo not drawn)	0%	2	1%
COc1ccc2sc3cccc(NCCN(C)C)c3c(=O)c2c1	-2%	-1	1%

Individual results from the results shown:
Vif-A3G inh with COc1cc(F)ccc1-c1cc(C(=O)Nc2cc(OC)c(OC)c(OC)c2)[nH]n1 : 0%
LDHA block with COCCNc1nc(NCCCN2CCCC2=O)c2sccc2n1 : -6
LDHA block with CCCC(=O)N1CCC1(C)C(=O)Nc1ccc2c(c1)CCN2C(C)=O (stereo not drawn) : 2
LDHA block with Nc1cc(=O)[nH]c2c1CCC2 : 6
GRP78 ERSR act with Cc1cc(Br)cn2c(Cc3ccsc3)c(-c3cccc(Cl)c3)nc12 : -3%
Vif-A3G inh with CC(=O)Nc1cc(-c2cccc(C(=O)NCCN(C)C)c2)cn2c(-c3cccc(C(F)(F)F)c3)cnc12 : -19%

(further entries)
SMILES	GRP78 ERSR act	LDHA block	Vif-A3G inh
O=C(COc1ccccc1C(=O)Nc1ccccc1)Nc1ccccc1F	-1%	-2	1%
CCSc1ccc(-c2cc(NC=O)c3ncc(-c4cccc(C(=O)N(C)C)c4)n3c2)cc1	?	-4	?
COc1cccc(-c2cccc3c2NC(=O)C3(C)Cc2cccc(F)c2)c1 (stereo not drawn)	-1%	1	-1%
CCc1nc2ccc(C(=O)NCc3ccc4c(c3)OCO4)cn2c1N(CC)CCOC	-3%	-3	-5%
CCCCN(C=O)c1c(CC)nc2ccc(C(=O)NCCOc3ccc(OC)cc3)cn12	-3%	-5	-2%
CC(C)(C)c1cc(NC(=O)C2(C)CCN2C(=O)c2ccccc2CCc2ccccc2)no1 (stereo not drawn)	-2%	-3	1%
CN(C)c1ccc(-c2[nH][nH]c(=O)c2NC(=O)c2ccc3ccccc3n2)cc1	1%	15	-6%
Cc1c(C(=O)NCc2cccc(Cl)c2)sc(=O)n1Cc1ccc(C(=O)N(C)C)cc1	0%	0	1%
O=S(=O)(NCCCCNS(=O)(=O)c1cccc2cccnc12)c1cccc2cccnc12	-2%	1	3%
CC(C)C[C@H]1CNC(=S)N1C[C@H]1CCCN1C[C@H](Cc1ccccc1)N1C[C@H](CC(C)C)N(CCc2ccccc2)C1=S	-1%	-12	2%
O=C(Nc1cccc(C(F)(F)F)c1)C1Cc2c(-c3ccc(Cl)cc3)ccnc2O1 (stereo not drawn)	-2%	-2	-9%
Cc1c(C(=O)NCc2ccc3c(c2)OCCO3)sc(=O)n1Cc1ccc(C(=O)N(C)C)cc1	-2%	0	1%
COc1ccc(Nc2nc(NCc3cccs3)nc3ccsc23)cc1OC	-3%	1	?
COc1cccc(NCc2nnc(SC(C(=O)N(C)C)c3ccccc3)n2C2CCCCC2)c1 (stereo not drawn)	-1%	-3	-2%
COC(=O)c1ccc2nc(C3CCCCC3)c(Cc3ccccc3C(F)(F)F)n2c1	-1%	5	-17%
O=[N+]([O-])c1ccc(S(=O)(=O)N2CCN(c3nc(-c4ccccc4)nc4ccccc34)CC2)cc1	-2%	-13	3%
N#Cc1cc(NC(=O)c2ccc(Cl)cc2)ccc1Sc1ccccc1	-2%	2	-14%
OC(c1ccc(F)cc1)c1ncc(-c2ccccc2F)[nH]1 (stereo not drawn)	4%	-12	3%
CC(=O)Nc1cc(-c2ccc(S(C)(=O)=O)cc2)cn2c(-c3ccc(F)c(Cl)c3)cnc12	2%	-6	-5%
CN(C)c1ccc(/C=C2\C(=O)/C(=C/c3ccc(N(C)C)cc3)c3ccccc32)cc1	-3%	5	-1%
COc1ccc(CNC(=O)/C=C/[C@H]2O[C@@H](n3ccc(=O)[nH]c3=O)[C@H](O)[C@@H]2O)cc1	0%	-6	1%
CC(O)(c1cccnc1)c1nc(-c2ccc3c(c2)OCO3)cs1 (stereo not drawn)	3%	0	1%
O=C(NCCN1CCNC1=O)c1ccc2sc([C@@H]3O[C@H](CO)[C@H](O)[C@H](O)[C@H]3O)nc2c1	-4%	-5	2%
Cc1ccc(Cc2c(-c3ccc(Br)cc3)nc3ccc(Cl)cn23)cc1	1%	-3	-20%
OC[C@@H]1CN(Cc2ccccc2)C[C@H](n2cnc3c(NC4CCCC4)ncnc32)O1	1%	-2	1%
O=C(COc1ccccc1C(=O)Nc1ccccc1F)Nc1ccc(Br)cc1	-4%	-2	1%
O=C(Nc1ccc2c(c1)OCCO2)C(c1cc2ccccc2o1)N1CCN(C/C=C/c2ccccc2)CC1 (stereo not drawn)	-4%	-1	-7%
CNc1cnc(-c2ccccc2OC)cn1	14%	-10	1%
O=C(c1ccccc1F)N1CCC2CC1c1cc(-c3ccc4c(c3)OCO4)ccc12 (stereo not drawn)	-5%	4	-5%
CC1(C(=O)NS(=O)(=O)Cc2ccccc2)CCN1C(=O)Cc1cc(F)ccc1F (stereo not drawn)	-2%	0	1%
O=C(NCc1ccc(Cl)c(Cl)c1)c1cc(C2CCCCN2C(=O)c2cccs2)on1 (stereo not drawn)	-5%	0	-4%
COc1cc(C(=O)N2CCCCC2c2cc(C(=O)Nc3ccccc3Cl)no2)cc(OC)c1C (stereo not drawn)	-6%	-6	-5%
CCC(=O)N1CCC1(C)C(=O)Nc1cccc(OC)c1 (stereo not drawn)	0%	-9	0%
CCCS(=O)(=O)NC(=O)C1(C)CCN(C(=O)COc2ccc(Cl)cc2Cl)C1 (stereo not drawn)	-2%	-1	-2%
CC(C)(C)n1nnnc1C(c1ccccc1)N1CCN(C/C=C/c2ccccc2)CC1 (stereo not drawn)	-3%	0	0%
CCC(CC)C(=O)N(C)c1c(C)nc2c(OCc3ccccc3C(=O)OC)cccn12	-3%	-2	-4%
CCCS(=O)(=O)NC(=O)C1(C)CCN(C(=O)c2cccc3ccccc23)C1 (stereo not drawn)	-4%	-12	-2%
COc1ccc(C(O)c2nc(-c3ccc(N(C)C)cc3)cs2)cc1 (stereo not drawn)	5%	-3	-19%
Cc1ccc(C(=O)Nc2nnc([C@H]3C[C@H](O)[C@@H](CO)O3)s2)cc1	-5%	-8	0%
CN(N=O)c1ccc(/C=C/c2ccnc3ccccc23)cc1	-1%	-6	0%
Clc1ccc(-c2nc3ccc(Br)cn3c2Cc2cccc(Cl)c2)cc1	2%	-9	-13%
CCCCCCN1CCN(C2CN(Cc3ccc(F)cc3)S(=O)(=O)C2)CC1 (stereo not drawn)	1%	2	1%
Cc1ccccc1NC(=O)Nc1nnc([C@@H]2C[C@H](O)[C@@H](CO)O2)s1	-2%	0	-4%
CCCCNc1ccc(/C=C2\C=Cc3ccccc32)cc1	2%	4	-2%
COc1ccc(-c2ccc(C(=O)Nc3cccc(C(F)(F)F)c3)c3occc23)c(C)c1	-2%	-7	1%
CC(=NOC(=O)c1ccc(Cl)cc1)c1nccs1	-2%	-9	0%
CCOC(=O)C1=C[C@@H](C(C)(C)C)N(S(=O)(=O)c2ccccc2C)[C@H]1c1ccc(Cl)cc1	-3%	-10	-3%
CCc1nc2c(OCc3ccc(F)cc3)cccn2c1N(C)C(=O)C(C)C	-3%	-2	0%
COc1ccc(-c2coc3c(C(=O)NCCc4ccccc4)cccc23)c(C)c1	-2%	-5	6%
CCc1nc2ccc(C(=O)Nc3cccc(OCC(=O)N(C)C)c3)cn2c1N(CCC(C)C)CCN(C)C	-2%	-3	4%
CCNC(=O)C1(C)CCN(C(=O)c2ccc(N(C)C)cc2)C1 (stereo not drawn)	-2%	-4	0%
Cc1noc(C)c1C(=O)N1CCC1(C)C(=O)NS(=O)(=O)c1ccccc1C(F)(F)F (stereo not drawn)	-1%	-4	2%
CCOC(=O)C1=CCN(S(=O)(=O)c2ccc(F)cc2)C1c1ccccc1 (stereo not drawn)	-4%	-2	-1%
CN(C)c1ccc(/C=C/c2ccnc3ccccc23)cc1C=O	-5%	12	7.1µM*
COc1cc(C(O)c2nc(-c3ccc(N(C)C)cc3)cs2)ccc1F (stereo not drawn)	2%	-2	-3%
Cn1c(=O)c2cc(NC(=O)CCc3cccc(Cl)c3)ccc2n1Cc1cccc(C(F)(F)F)c1	-3%	-4	-6%
COc1ccccc1-c1cnc(C(O)c2ccc(Cl)c(Cl)c2)[nH]1 (stereo not drawn)	-1%	-7	-7%
Cc1cc(F)ccc1-c1cc(C(=O)Nc2ccc(F)cc2)[nH]n1	6%	-7	0%
O=C(NCc1cc(Cl)cc(Cl)c1)c1csc(COCCO)n1	-3%	1	-4%
CS(=O)(=O)/C(C#N)=C/c1cccn1S(=O)(=O)c1cccc2ccccc12	1%	-3	-7%

More entries.
SMILES	GRP78 ERSR act	LDHA block	Vif-A3G inh
OC1C(Br)=Cc2ccccc21 (stereo not drawn)	-4%	-5	0%
Cc1ccc(Nc2nc(NCc3ccco3)nc3nccnc23)c(C)c1	-4%	-1	2%
COc1ccccc1-c1cc2c(c3c1ccn3C)C1CCC2O1 (stereo not drawn)	-3%	0	-30%
CCCCn1nnnc1C(c1ccccc1OC(F)(F)F)N1CCN(C/C=C/c2ccccc2)CC1 (stereo not drawn)	-5%	0	0%
Cc1ccc(C(=O)NCC(=O)OCC(=O)c2ccc3ccccc3c2)cc1	-3%	1	1%
CCCNC(=O)C1(C)CCN(C(=O)c2cc(C(C)(C)C)nn2C)C1 (stereo not drawn)	-3%	-1	4%
COc1ccc(Br)c(Cn2c(C)c(C(=O)NCc3cccs3)sc2=O)c1	6%	1	-4%
Cc1ccc(F)c(C(=O)N2CCCC(C)(C(=O)NS(=O)(=O)C3CC3)C2)c1F (stereo not drawn)	2%	-9	2%
CCCCNC(=O)C1(C)CCN1C(=O)c1ccc(F)c(C)c1 (stereo not drawn)	-3%	1	-1%
Nc1ccn([C@@H]2O[C@H](C(=O)N[C@H](CO)Cc3ccccc3)[C@@H](O)[C@H]2O)c(=O)n1	-2%	-4	0%
CCOC(=O)C1(C)CCCN1C(=O)c1cncc(Br)c1 (stereo not drawn)	-1%	-6	-3%
CCCc1nc2ccc(C)cn2c1Cc1cccc(F)c1	-1%	-2	-17%

Entries from the list above that contain a tert-butyl group:
SMILES	GRP78 ERSR act	LDHA block	Vif-A3G inh
Cc1cc2nc(C(C)(C)C)c(Cc3cccc(F)c3)n2c(C)c1Br	-2%	-4	-7%
CC(C)(C)c1cc(NC(=O)C2(C)CCN2C(=O)c2ccccc2CCc2ccccc2)no1 (stereo not drawn)	-2%	-3	1%
CC(C)(C)n1nnnc1C(c1ccccc1)N1CCN(C/C=C/c2ccccc2)CC1 (stereo not drawn)	-3%	0	0%
CCOC(=O)C1=C[C@@H](C(C)(C)C)N(S(=O)(=O)c2ccccc2C)[C@H]1c1ccc(Cl)cc1	-3%	-10	-3%
CCCNC(=O)C1(C)CCN(C(=O)c2cc(C(C)(C)C)nn2C)C1 (stereo not drawn)	-3%	-1	4%

Going on with the list:
SMILES	GRP78 ERSR act	LDHA block	Vif-A3G inh
CN(Cc1ccccc1)c1nccn2ccnc12	-1%	0	1%
Cc1ccc2nc(-c3ccc(C)c(NC(=O)COc4ccccc4Cl)c3)oc2c1	3%	0	5%
COc1cccc(-c2cnc(C(O)c3c(C)cc(C)cc3C)[nH]2)c1 (stereo not drawn)	-4%	1	-3%
COc1ccccc1C(NC(=O)C1CCN(CCOc2ccc3ccccc3c2)CC1)c1ccccn1 (stereo not drawn)	1%	-1	-13%
CCc1nc2ccc(C(=O)Nc3cc(-c4ccccc4)ccc3OC)cn2c1N(CC)CC(=O)N(C)C	1%	5	-10%
CC1(C(=O)NS(=O)(=O)c2cccs2)CCN1C(=O)C1(c2ccc(Cl)cc2)CCC1 (stereo not drawn)	-3%	-21	1%

Compound activity deposited in PubChem BioAssay by National Center for Advancing Translational Sciences (NCATS).
